USP1-UAF1 inh: blocks the human USP1/UAF1 deubiquitinase complex. recombinant USP1/UAF1, Ub-Rhodamine cleavage fluorescence. Potency, µM (doses to about 57.1 µM), inactives show at the highest dose activity change, negative = inhibition, most hits filed as inhibitors. O94782. 390,000 tested, 0.23% active; note: potency is the fitted concentration of half-maximal effect; % is set by controls: 0 for no effect and ±100 for the full control effect; nearly all actives have a fitted effect of over 60% in size; inactives centre near -12
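1 nM enzyme complex + cpd, 15 min RT; start with Ub-Rho 150nM final; kinetic fluorescence ex 480/em 540, 6 reads q60 s. Buffer 50mM HEPES pH 7.8, 0.5mM EDTA, 0.1 mg/ml BSA, 1mM TCEP, 0.01% Tween-20.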
mIDH1 inhibitor: blocks human mutant IDH1 R132H enzyme | IDH1-R132H enzyme, NADPH consumption, diaphorase/resazurin fluorescence | Potency, µM (doses to about 76.6 µM), without a hit: at the highest dose activity change, negative = inhibition, most hits filed as inhibitors | 390,000 tested, 0.093% active; note: potency is the fitted concentration of half-maximal effect; % is set by controls: 0 for no effect and ±100 for the full control effect; nearly all actives have a fitted effect of over 65% in size
Target sequence (O75874 whole entry R132H, stated change not applied): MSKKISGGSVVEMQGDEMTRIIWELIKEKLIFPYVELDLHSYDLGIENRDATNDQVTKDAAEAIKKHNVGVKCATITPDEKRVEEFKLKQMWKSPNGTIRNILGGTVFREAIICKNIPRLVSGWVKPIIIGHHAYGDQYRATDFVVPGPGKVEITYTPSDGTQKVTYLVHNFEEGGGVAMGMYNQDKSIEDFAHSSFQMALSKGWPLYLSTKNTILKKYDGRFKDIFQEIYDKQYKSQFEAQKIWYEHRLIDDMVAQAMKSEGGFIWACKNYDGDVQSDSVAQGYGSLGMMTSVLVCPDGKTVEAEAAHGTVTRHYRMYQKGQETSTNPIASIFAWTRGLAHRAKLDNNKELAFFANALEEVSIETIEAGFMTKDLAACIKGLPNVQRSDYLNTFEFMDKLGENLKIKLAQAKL
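IDH1-R132H (0.5 ug/mL) preincubated 30 min with compound, then NADPH (0.016 mM) and alpha-KG (2 mM) added; 80 min at RT, pH 7.5. Remaining NADPH coupled via diaphorase/resazurin to fluorescence (540/590 nm); concentration-response curves normalized to no-enzyme control.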
TrxR1 substrate: is turned over as a substrate by rat TrxR1. AID 588456. Potency, µM (highest dose often 114 µM), for the others: at the highest dose activity change, negative = substrate turnover. purified TrxR1 substrate turnover, NADPH consumption readout. 390,000 tested, 0.01% active; note: potency is the fitted concentration of half-maximal effect; % is set by controls: 0 for no effect and ±100 for the full control effect; nearly all actives have a fitted effect of over 50% in size
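Rat TrxR1, dispensed at 90 nM, was prereduced with 400 uM NADPH (final) for 5 min at ~22 deg C, then incubated with compound 15 min before 400 uM selenite. A first-read NADPH fluorescence drop versus no-compound background flagged substrates.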
rTrxR1 inhibitor: inhibitors of rat thioredoxin reductase 1; O89049; recombinant rTrxR1, NADPH fluorescence consumption, selenite substrate; Potency, µM (titrated, usually from 114 µM), without a hit: at the highest dose activity change, negative = inhibition, actives largely listed as inhibitors; 390,000 tested, 1% active; AID 588453; note: potency is the fitted concentration of half-maximal effect; % is set by controls: 0 for no effect and ±100 for the full control effect; nearly all actives have a fitted effect of over 65% in size
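Rat TrxR1 (90 nM in the dispensed reagent) was pre-reduced with 400 uM NADPH for 5 min at room temperature, then incubated with compound for 15 min. After 400 uM selenite was added, NADPH fluorescence (Ex 340/Em 450 nm) was followed for 8 min.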
TRHR agonist: TRH receptor (human) agonism; P34981; TRHR cells, calcium flux fluo-8, FDSS agonist mode; activation, % at 2 µM; 360,000 tested, 0.18% active; in the data active = activation above about 30%; note: 0% is about no effect
Target sequence (P34981 whole entry, looked up): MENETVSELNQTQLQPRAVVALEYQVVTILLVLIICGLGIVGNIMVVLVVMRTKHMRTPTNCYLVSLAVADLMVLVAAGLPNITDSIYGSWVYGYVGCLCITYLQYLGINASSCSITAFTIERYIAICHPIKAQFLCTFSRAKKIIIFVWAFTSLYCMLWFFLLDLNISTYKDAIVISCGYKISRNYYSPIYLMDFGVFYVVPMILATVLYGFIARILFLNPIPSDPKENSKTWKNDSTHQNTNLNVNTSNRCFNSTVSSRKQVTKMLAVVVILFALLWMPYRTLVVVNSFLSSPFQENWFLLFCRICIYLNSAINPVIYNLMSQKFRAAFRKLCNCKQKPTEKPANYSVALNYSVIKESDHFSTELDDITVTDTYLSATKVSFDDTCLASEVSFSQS
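Steps: seed TRHR cells overnight; add fluo-8 no-wash Ca dye, RT 30 min–1.5 h; record 10 s baseline; pin-transfer compounds; monitor fluorescence 1 cycle/s for the agonist window. Calcium increases flag candidate agonists.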
PI4K2A block: PI4K2A (human) kinase inhibition. Q9BTU6. purified PI4K2A, ADP-Glo luminescence, 1 h; hits give low values. activity change, negative = inhibition, % at 76.9 µM. 420,000 tested, 0.13% active. AID 1346378; in the data active = activity change below about -50%; inconclusive = mostly about -30% to -49%;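 note: -100% = wells without enzyme as full effect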
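Compounds are screened against recombinant PI4K2A using PI as substrate and ATP, the latter dispensed at 300 microM. Reactions run one hour at ambient temperature before ADP-Glo detection; full inhibition defined by wells lacking enzyme.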
D2 agonist: D2 dopamine receptor (human) agonism; P14416; 340,000 tested, 0.53% active; activation, % at 2 µM; HEK293 T-REx D2 cells, calcium flux agonist mode; AID 485358;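 active = activation over 3 SD above normal in the single-dose calcium agonist read, cut at about 30% in these data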; note: 0% is about no effect
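Agonism is scored from calcium flux in a force-coupled, inducible HEK293 cell line expressing D2, read kinetically for 180 s after compound addition against dopamine controls.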
D2 antag: D2 dopamine receptor (human) antagonism. P14416. HEK293 TREx D2 cells, calcium flux, dopamine EC80. inhibition, % at 10 µM. 340,000 tested, 2% active. AID 485344; in the data active = inhibition above about 30%; note: 0% is about no effect
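Tetracycline-induced HEK293 TREx cells expressing D2 receptor forced-coupled to calcium signalling, loaded with no-wash calcium dye. Compounds added and calcium flux read 180 s, then dopamine added at EC80 and read a further 180 s.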
TRHR PAM: TRH receptor (human) allosteric enhancement; TRHR cells, fluo-8 calcium fluorescence, EC20 TRH enhancement; enhancement, % at 2 µM; 360,000 tested, 0.66% active; in the data active = enhancement above about 30%; note: 0% is about no effect
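TRHR-expressing cells loaded with fluo-8 calcium dye were read kinetically (ex 480/em 530) during compound addition, then stimulated with an EC20 of TRH (10 nM final). Enhancement of the Gq-mediated intracellular calcium response was scored.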
* = called active by the depositor; ? = inconclusive; . = no result given; & = joins results of further samples; [ ] = dose if it differs, or a comment. Unless noted, calls come from the whole dose curve; as a rule, active = well fitted inhibition curve with a large enough effect; inconclusive = small, poorly fitted or top-dose-only effect; inactive = no such curve, though single readings can be large or run the other way. An unsorted share of the library (roughly 3.9% active in at least one column).

Compound,USP1-UAF1 inh,PI4K2A block,mIDH1 inhibitor,D2 antag,TRHR PAM,rTrxR1 inhibitor,TrxR1 substrate,D2 agonist,TRHR agonist
CC(/C=C1\SC(=S)N(NS(=O)(=O)c2ccc(C)cc2)C1=O)=C\c1ccccc1,?,-2,1%,1,-4,3%,-3%,-0.1,-0.2
Cc1oc2ncnc(N3CCCCC3)c2c1C(=O)NCC1CCN(Cc2ccc(F)cc2)CC1,-11%,1,-12%,.,-2,9%,-1%,0.3,-2.0
Cc1oc(-c2ccc(Cl)cc2)nc1CSCC(=O)NC1CCN(Cc2ccccc2)CC1,-20%,5,0%,56*,-6,10%,4%,-0.2,-0.2
CCc1ccc(OCC(=O)N/N=C(\C)c2ccccc2OC(F)F)cc1,-17%,7,5%,4,-3,-15%,-17%,-0.2,-0.8
CCOc1ccc(-n2c(SCc3cc(=O)oc4cc(C)c(C(C)C)cc34)nnc2-c2cccnc2)cc1,-6%,-1,-8%,-4,-1,-64%,-10%,0.6,-0.4
O=C(C[n+]1ccc(Cc2ccccc2)cc1)Nc1ccccc1,-9%,3,-1%,24,-9,9%[57.1 µM],-7%,0.7,0.3
Cc1nc2ccc(S(=O)(=O)N(CC(=O)Nc3cccc(C)c3C)Cc3ccccc3)cc2s1,-3%,-4,-12%,.,-6,-13%[57.1 µM],-6%[57.1 µM],1.4,-0.1
O=C(CCCC(=O)OCC(=O)c1cccs1)Nc1ccc(F)cc1,-18%,-6,0%,-1,0,4%,7%,-0.3,-0.5
CCOc1ccccc1NC(=O)c1c(NC(=O)C(C)Oc2cccc(Cl)c2)sc2c1CCCCC2 (centres undefined),-4%,-1,22%,.,0,5%,4%,.,0.5
O=C(Nc1cc(C(F)(F)F)ccc1N1CCOCC1)c1ccc(F)cc1,-7%,-8,-8%,1,-1,-2%,-6%,0.1,0.1

Whole records from above. Values in the order: USP1-UAF1 inh	PI4K2A block	mIDH1 inhibitor	D2 antag	TRHR PAM	rTrxR1 inhibitor	TrxR1 substrate	D2 agonist	TRHR agonist
CCc1ccc(OCC(=O)N/N=C(\C)c2ccccc2OC(F)F)cc1 is listed with -17%	7	5%	4	-3	-15%	-17%	-0.2	-0.8
CCOc1ccccc1NC(=O)c1c(NC(=O)C(C)Oc2cccc(Cl)c2)sc2c1CCCCC2 (centres undefined) is listed with -4%	-1	22%	.	0	5%	4%	.	0.5
O=C(CCCC(=O)OCC(=O)c1cccs1)Nc1ccc(F)cc1 is listed with -18%	-6	0%	-1	0	4%	7%	-0.3	-0.5
CCOc1ccc(-n2c(SCc3cc(=O)oc4cc(C)c(C(C)C)cc34)nnc2-c2cccnc2)cc1 is listed with -6%	-1	-8%	-4	-1	-64%	-10%	0.6	-0.4

Remaining list, next part.
Compound,USP1-UAF1 inh,PI4K2A block,mIDH1 inhibitor,D2 antag,TRHR PAM,rTrxR1 inhibitor,TrxR1 substrate,D2 agonist,TRHR agonist
COC(=O)CNC(=O)COC(=O)/C=C/c1cccs1,-16%,-2,2%,11,-1,3%,-10%,16,-1.5
CCOc1ccc(S(=O)(=O)NC(Cc2c[nH]c3ccccc23)C(=O)O)cc1 (centres undefined),-9%,0,-4%,.,3,14%,-2%,.,0.3
CCOC(=O)C1CCCN(c2nc3c(S(=O)(=O)c4ccc(CC)cc4)nnn3c3ccc(Cl)cc23)C1 (centres undefined),-19%,-2,9%,.,-2,72%[activator],122%[activator],0.3,0.0
COc1ccc(S(=O)(=O)N(C)CC(=O)NCc2ccco2)cc1,-14%,5,0%,7,-7,-14%[57.1 µM],7%[57.1 µM],-1.7,-0.3
Cc1c(CC(=O)O)c(=O)oc2c(C)c(OCc3ccc(F)cc3Cl)ccc12,-23%,10,-2%,19,1,?,69%[activator],-2.1,-0.1
CN=c1oc2ccc(Cl)cc2cc1C(N)=O,-22%,7,6%,2,14,-1%[57.1 µM],7%[57.1 µM],0.6,-0.9
CCCOC(=O)c1ccc(NC(=O)CSC2=Nc3ccccc3C3CC=NN23)cc1 (centres undefined),-13%,-5,4%,-2,4,27%,5%,1.3,0.3
c1ccc(Cc2noc(CN3CCN(C4CCc5ccccc5C4)CC3)n2)cc1 (centres undefined),?,-4,3%,-21,-1,28%[57.1 µM],4%[57.1 µM],-2.2,-0.4
Cc1csc2c(SCC(=O)NNS(=O)(=O)c3cccc(C(F)(F)F)c3)ncnc12,-4%,5,3%,2,-4,13%,1%,-0.4,0.1
Cc1ccc(S(=O)(=O)c2nnn3c2nc(N2CCCCC2)c2sccc23)cc1,-7%,-1,21%,.,-2,13%,11%,1.1,1.2

Compound,USP1-UAF1 inh,PI4K2A block,mIDH1 inhibitor,D2 antag,TRHR PAM,rTrxR1 inhibitor,TrxR1 substrate,D2 agonist,TRHR agonist
COc1cc(/C=N/N2C(=O)c3ccccc3NC2(C)c2cccc([N+](=O)[O-])c2)cc(Br)c1O (centres undefined),-11%,4,-1%,-11,-10,?,-14%,0.1,-0.8
CC1(C)Cc2c(ccc3ccccc23)/C(=C/C(=O)N2CCCCC2)N1,?,-11,4%,33*,-1,35%[57.1 µM],19%[57.1 µM],0.2,-1.2
Cc1ccc(S(=O)(=O)/N=C2/C=C(Sc3ncn[nH]3)C(=O)c3ccccc32)c(C)c1,.,.,.,-5,-3,.,.,1.0,0.2
COc1ccc(CN(C)CCCn2cnc3c(OCc4ccccc4)ncnc32)cc1OC,-2%,-5,-7%,.,.,-4%,-5%,.,.
COCCNC(=O)c1cc2cc(Cl)cc(Cl)c2oc1=O,-18%,3,1%,7,4,21%,7%,0.0,0.2
Cc1ccc(-c2noc(CN(C(=O)C(c3ccccc3)c3ccccc3)C(C)C)n2)cc1,-25%,-1,4%,.,-4,41%[activator],8%,.,0.7
NC(=O)C1=C[C@H](c2coc3ccccc3c2=O)C[C@H](OCCCCO)O1,-2%,6,14%,-1,1,23%,3%,-0.2,0.5
Cc1ccc(S(=O)(=O)N2CCCCC2)cc1NC(=O)c1ccc(Cl)nc1,-21%,7,1%,-14,-6,9%,-1%,-0.3,0.9
Cc1ccc(C(=O)NCC2(c3ccccc3)CCCC2)cc1,-3%,3,9%,-7,-8,-6%,-7%,0.7,0.2
Cc1nn(-c2ccccn2)c2c1C(c1ccncc1)C1=C(CC(C)(C)CC1=O)N2 (centres undefined),-5%,-2,-4%,6,-3,22%,67%[activator],-2.0,-0.5

Compound,USP1-UAF1 inh,PI4K2A block,mIDH1 inhibitor,D2 antag,TRHR PAM,rTrxR1 inhibitor,TrxR1 substrate,D2 agonist,TRHR agonist
CCOC(=O)c1cc(-c2ccccc2)sc1NC(=O)c1ccc(OC)c(OC)c1,-2%,0,3%,5,-1,-21%[57.1 µM],12%[57.1 µM],0.6,0.6
Cc1cccc(C)c1OCc1nnc(SCC(=O)Nc2ccc(N3CCOCC3)cc2)o1,-15%,-5,8%,-9,3,23%[57.1 µM],-16%[57.1 µM],1.3,1.0
O=C(c1ccc(Nc2cccc(C(F)(F)F)c2)nc1)N1CCCC1,-9%,8,3%,2,10,9%,0%,1.3,0.2
O=C(c1sccc1-c1ccccc1)N1CCN(S(=O)(=O)c2ccccc2)CC1,-5%,6,-2%,24,-5,-13%,-7%,-0.3,0.4
COc1ccccc1N(CC(=O)NC1CCCC1)C(=O)CCC(=O)Nc1ccccn1,-20%,1,8%,-15,1,21%[57.1 µM],13%[57.1 µM],-2.9,-0.1
c1ccc(CCCN2CCN(c3ccccn3)CC2)cc1,-11%,8,0%,75*,-1,32%,2%,76*,-0.1
CCOC(=O)c1cnc2scnn2c1=O,0%,2,1%,-20,5,12%,19%,0.8,-0.3
CCN1CCN(C(=O)c2ccc(CS(=O)Cc3ccc(C)cc3)o2)CC1 (centres undefined),-10%,-25,-1%,-1,-1,-11%,0%,-0.1,2.9
COc1ccc(O)c(/C=N/NC(=S)Nc2cccc(S(=O)(=O)N(C)C)c2)c1,-17%,22,-6%,-21,-6,-22%,20%,-0.6,-0.7
Nc1c(C(=O)NCc2cccnc2)sc(=S)n1-c1ccccc1,-7%,8,6%,-10,-3,-29%[57.1 µM],-3%[57.1 µM],-0.7,0.5

Compound,USP1-UAF1 inh,PI4K2A block,mIDH1 inhibitor,D2 antag,TRHR PAM,rTrxR1 inhibitor,TrxR1 substrate,D2 agonist,TRHR agonist
Cc1ccc(C)c(NC2=C(c3ccc(C(F)(F)F)cc3)C(=O)c3ccccc32)c1,-16%,-1,-24%,.,12,14%,0%,-1.2,-0.6
Cc1c(Cl)cccc1Nc1nc(N)nc(CSc2ncccn2)n1,-4%,0,3%,-11,6,2%,1%,18,0.1
CC(OC(=O)Cc1ccc(F)cc1)C(=O)NCc1ccc2c(c1)OCO2 (centres undefined),-16%,5,3%,-5,0,-1%,-4%,-1.8,-0.4
CC1CN(C(=O)c2ccc(NS(=O)(=O)c3ccc(C(C)(C)C)cc3)cc2)CC(C)O1 (centres undefined),-21%,-1,?,-9,7,10%,7%,11,4.7
CSc1ncnc2sc(C)c(C)c12,-2%,-1,4%,1,9,-12%,-7%,0.3,-0.7
CCOC(=O)c1ccccc1NC(=O)N1CCCn2nc(C)cc21,-9%,5,16%,.,10,17%,3%,-1.8,-0.3
Cc1ccc(S(=O)(=O)Nc2nc3c(s2)C(=O)CC(C)(C)C3)cc1,-5%,-3,-12%,-12,-2,?,-9%[57.1 µM],-0.5,0.4
O=C(C1CCCN1S(=O)(=O)c1ccc(Br)cc1)N1CCOCC1 (centres undefined),-29%,-2,1%,-7,-1,-7%,-3%,0.7,-0.7
COc1ccc(CCNC(=O)N[C@@H](Cc2ccccc2)C(=O)O)cc1,-23%,0,4%,-8,2,14%,3%,0.0,0.6
CCCCOc1ccc(CNn2c(C)nc3ccccc3c2=O)cc1,-19%,6,8%,.,.,13%[57.1 µM],4%[57.1 µM],.,.
COc1ccc(C2C3C(C)=NN=C3CC(C)(O)C2C(C)=O)cc1 (centres undefined),-17%,2,4%,17,12,-3%,-4%,-0.6,0.8
COCCNC(=O)CCCN1C(=O)c2ccccc2Sc2ncccc21,-18%&-12%,4&-3,14%&-9%,-3,4&6,14%&8%,-6%&3%,-0.7&0.5,-0.6&0.4

Screening results as filed in PubChem.
